GPR55 beta-arrestin: selective activators of receptor GPR55 – imaging, U2OS cells, beta-arrestin-GFP redistribution, primary screen (AID 1961); U2OS GPR55 beta-arrestin-GFP redistribution imaging; higher % means a stronger effect; activation, % at 10 µM; hits with a dose series show EC50 in µM; hit rate 0.048% among 290,000;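 active means activation above 40% with more than 50 cells counted in the well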;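 further: U2OS osteosarcoma cells stably expressing GPR55 and beta-arrestin-GFP; plate controls were DMSO negative control for no effect and LPI positive control for full effect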
HIV peptide binding: cell-free HIV fusion peptide-binding blockers – biochemical, uHTS, fluorescence dequenching, primary screen (AID 1986); hit rate 0.3% among 290,000; cell-free peptide binding, fluorescence dequenching, 30 min; higher % means a stronger effect; one-dose inhibition, % at 20 µM; IC50 in µM for titrated hits; in the data active means inhibition mostly above about 52%, no sharp cut-off; inactive means mostly below about 76%; further: some results filed as inactive read as strong as hits
KOR beta-arrestin-1: KOR agonists, beta-arrestin recruitment, primary screen, cell-based, luminescence, uHTS (AID 1777); KOR beta-arrestin recruitment, luminescence; higher % means a stronger effect; activation, % at 10 µM; hits with a dose series show EC50 in µM; hit rate 0.02% among 280,000; in the data active means activation above about 50%, passing the limit was not always enough; further: a part of the inactive calls stands beside numbers as strong as those of hits
NOD1 inhibition: inhibition of NOD1-driven NF-kB reporter – cell-based, luminescence, uHTS, primary screen (AID 1578); NOD1-driven NF-kB luciferase reporter cells, luminescence; higher % means a stronger effect; inhibition, % at 4 µM; hits with a dose series show EC50 in µM; hit rate 1% among 290,000; in the data active means inhibition mostly above about 36%, no sharp cut-off; inactive means mostly below about 34%;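 further: HEK-293T reporter cells stimulated with the NOD1 agonist gamma-tri-DAP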
MgcRacGAP inhibition: MgcRacGAP GTPase-activating activity inhibitors, confirmation, biochemical, ADP Hunter fluorescence | MgcRacGAP-stimulated Rac1 GTP hydrolysis, ADP Hunter fluorescence; higher % means a stronger effect; GST-tagged Rac1 F28L mutant substrate | one-dose inhibition, % at 30 µM; IC50 in µM for titrated hits | hit rate 0.6% among 340,000 | AID 624330;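 active means first-screen hits whose inhibition reached a set limit at any dose in the follow-up dose series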;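 further: fluorescence reports GDP produced by GAP-driven GTP hydrolysis; strong numbers were not always called active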
HEK293 NOD2/NF-kB: inhibition of NOD2-driven NF-kB reporter – cell-based, luminescence, uHTS, HEK293 (AID 1566). inhibition, % at 4 µM, or EC50 in µM where a hit was titrated. hit rate 0.63% among 290,000. HEK293 NOD2/NF-kB luciferase reporter, luminescence; higher % means a stronger effect; further: many of its hits are not listed in these tables
KOR beta-arrestin-2: kappa opioid receptor blockers – cell-based, luminescence, uHTS (AID 1778); hit rate 0.091% among 290,000; KOR beta-arrestin recruitment, luminescence, antagonist mode; higher % means a stronger effect; one-dose inhibition, % at 10 µM; IC50 in µM for titrated hits; further: strong numbers were not always called active
Large T inhibition: SV40 large T antigen inhibitors, biochemical (AID 1903) | SV40 large T antigen ATPase/helicase inhibition assay; higher % means a stronger effect | inhibition, % at 20 µM, or IC50 in µM where a hit was titrated | hit rate 0.39% among 310,000; in the data active means a potency from the dose series; further: strong numbers were not always called active
GPR55 LPI antagonism: inhibition of LPI-stimulated GPR55 beta-arrestin translocation – imaging, U2OS, beta-arrestin-GFP, LPI agonist, primary screen (AID 2013) | U2OS GPR55 beta-arrestin-GFP translocation imaging, LPI antagonism; higher % means a stronger effect | inhibition, % at 10 µM, or IC50 in µM where a hit was titrated | hit rate 0.13% among 290,000;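 active means spots per cell inhibited over 60%, with over 100 cells counted and total cytoplasm intensity under 500,000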;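 further: U2OS cells stably carrying GPR55 and arrestin-GFP stimulated by 5 µM LPI near EC80; imaged beta-arrestin-GFP aggregate spots per cell after agonist stimulation; plate controls were LPI-stimulated DMSO wells for no effect and DMSO wells without LPI for full effect; some results filed as inactive read as strong as hits; confirmed hits need IC50 under 10 µM and bright autofluorescent wells are also inconclusive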
An asterisk follows results filed as active; / = not tested or not shown; [ ] = remark or other dose. Unless noted, no stated cut-off is given here; in the data, active means inhibition above about 50%; inactive means the rest. A portion of the library; rates above refer to the full screens.

Each structure is followed by: GPR55 beta-arrestin	KOR beta-arrestin-2	HEK293 NOD2/NF-kB	NOD1 inhibition	MgcRacGAP inhibition	Large T inhibition	KOR beta-arrestin-1	GPR55 LPI antagonism	HIV peptide binding
O=C(Nc1ccccc1N1CCOCC1)c1ccc2ccccc2c1
 : 0.2%	-23%	6%	-15%	-2%	5%	-1.8%	12%	-0.3%
O=c1c2ccccc2[nH]c(=S)n1CCCN1CCOCC1
 : -0.2%	-35%	-1%	-14%	5%	3%	-1.6%	6%	-2.1%
c1ccc2[nH]c(NCc3ccc4c(c3)OCO4)nc2c1
 : 0.5%	-16%[20 µM]	-59%	-37%	5%	4%	-2.3%	-10%	0.2%
Cc1ccc(CN2CCNC(=O)C2CC(=O)NCCCn2ncc3ccccc32)o1 (configuration not stated)
 : 0.6%	-33%	8%	-29%	5%	8%	2.1%	7%	2.9%
CN1C(=O)CC(N2CCN(Cc3ccc(Cl)cc3)CC2)C1=O (configuration not stated)
 : 0.0%	-17%	-10%	23%	7%	2%	-3.2%	-16%	-2.7%
COc1ccc(C2C(C(=O)NCCN(C)C)c3cc(OC)c(OC)cc3C(=O)N2C)cc1OC (configuration not stated)
 : -0.2%	12%	12%	-18%	11%	4%	-1.7%	17%	3.0%
O=C(NCCO)c1ccc2c3n(nc2c1)-c1ccc(Cl)cc1CO3
 : -0.2%	3%	-100%	-5%	9%	0%	1.6%	2%	-1.6%
COC(=O)c1ccc(CSc2ncnc3c2nnn3-c2ccc(F)cc2)o1
 : 0.0%	-5%	-11%	12%	10%	9%	3.3%	-3%	-0.5%
O=C(c1ccccc1F)N1CCN(c2ccc([N+](=O)[O-])c(NCc3cccnc3)c2)CC1
 : 1.0%	-5%	11%	2%	/	7%	0.3%	9%	-0.6%
O=C(C[n+]1cc(Br)cc2ccccc21)c1ccc(Br)cc1
 : -0.1%	-26%	12%	-27%	8%	12%	-1.6%	-5%	8.3%
COc1cc(-c2cc(C(=O)NCc3ccc(S(N)(=O)=O)cc3)c3ccccc3n2)cc(OC)c1OC
 : -0.1%	0%	7%	30%	1%	11%	-1.9%	6%	-0.5%
CCN(Cc1nc(-c2ccc(C)cc2)no1)C(=O)c1ccco1
 : -0.2%	-11%	-9%	-22%	2%	18%	8.7%	-5%	1.2%
Cc1cc(NC(=O)c2ccc([N+](=O)[O-])cc2Cl)ccc1NC(=O)c1ccco1
 : -0.3%	19%	3%	-19%	5%	-1%	2.9%	7%	2.4%
Cc1ccc(SCC(=O)O/N=C(\N)c2ccc([N+](=O)[O-])cc2)cc1
 : 0.9%	-20%	-20%	-10%	13%	-2%	6.0%	3%	-2.3%
COc1cc(/C=C2\C(=N)N3N=C(S(C)(=O)=O)SC3=NC2=O)ccc1OS(=O)(=O)c1ccc(C)cc1
 : 0.6%	-17%	8%	-30%	24%	65µM*	6.7%	21%	76%*
COc1ccc(CSc2nc3ccccc3c(=O)n2CCCN2CCOCC2)cc1F
 : -0.3%	-2%	-8%	-31%	7%	-1%	-1.2%	-6%	-1.8%
CC(CC(=O)NCCc1ccc(F)cc1)c1ccccc1 (configuration not stated)
 : -0.1%	14%	-1%	-24%	-3%	17%	-6.5%	3%	-0.8%
C/C(=N/N=C1/NC(=O)CC(C(=O)O)S1)c1ccccc1 (configuration not stated)
 : -0.3%	5%	-22%	-36%	-13%	1%	-3.9%	6%	1.7%
CC(=O)c1sc(NC(=O)CCS(=O)(=O)c2ccccc2)nc1C
 : 0.0%	-7%	-4%	-13%	2%	16%	8.2%	-13%	0.2%
Cc1ccc(S(=O)(=O)C2C(=O)N(C)C3(C)CC2c2ccccc2O3)cc1 (configuration not stated)
 : 0.2%	33%	9%	-11%	1%	2%	-2.3%	3%	11%
FC(F)Oc1ccc(-n2cc(-c3ccccc3)[n+]3c2CCCCC3)cc1
 : -0.2%	16%	24%	4%	3%	11%	1.6%	7%	0.3%
CCOC(=O)C1CCN(C(=O)C2CCN(C(=O)c3ccc([N+](=O)[O-])cc3)CC2)CC1
 : -0.1%	11%	-7%	-25%	12%	1%	-1.3%	-2%	-1.1%
Cc1ccccc1NS(=O)(=O)c1cc(C(N)=O)ccc1C
 : -0.1%	-3%	-8%	-15%	-4%	2%	2.9%	-5%	1.3%
COc1cc(/C=C2\CCC(C3CCCC3)C2=O)cc(OC)c1OC (configuration not stated)
 : -0.1%	-17%	-3%	-3%	6%	7%	-0.8%	0%	0.6%
CC(C)n1c(O)c(N=NC(=O)c2ccccc2NS(=O)(=O)c2cccs2)c2ccccc21
 : -0.1%	23%	-4%	4%	8%	7%	-3.8%	7%	-1.1%
CC(=O)Oc1ccccc1C(=O)OCCN=C1NS(=O)(=O)c2ccccc21
 : -0.1%	8%	16%	-15%	1%	2%	-3.7%	3%	-1.0%
S=C(NC1CCCCC1)N1CCN(C2CCCCC2)CC1
 : -0.1%	-52%[20 µM]	5%	-8%	7%	0%	-0.1%	-2%	0.6%
O=C(O)c1cc(NC(=O)c2cccc(N3C(=O)c4ccccc4C3=O)c2)cc(C(=O)O)c1
 : -0.2%	-14%	-2%	-26%	9%	11%	2.3%	5%	5.2%
COc1cc(C(=O)Nn2c(C)nc3ccccc3c2=O)cc(OC)c1OC
 : 0.0%	-2%	20%	3%	-7%	7%	-5.9%	0%	-1.4%
CCOc1ccc(N2CCCn3c2nc2c3c(=O)n(CCc3ccccc3)c(=O)n2C)cc1
 : -0.4%	-27%	38%	-26%	/	14%	2.1%	-6%	0.0%
CC(NC(=O)COc1ccccc1)C(c1ccccc1)N1CCN(C)CC1 (configuration not stated)
 : -0.3%	-4%	17%	34%	16%	-4%	2.5%	0%	-1.7%
CCCc1cc(=O)[nH]c(Nc2ccc3c(c2)OCCO3)n1
 : -0.8%	-17%	14%	-1%	3%	6%	-4.5%	8%	-0.4%
CC(C)CCNC(=O)CCc1nnc(COc2ccccc2)o1
 : 0.6%	-43%[20 µM]	-23%	-7%	1%	7%	/	-12%	2.3%
CCOC(=O)c1cnc2c(c(C)nn2CC)c1Cl
 : -0.2%	-2%	16%	15%	9%	12%	-0.1%	-5%	-0.6%
CC(C)(C)c1cc(N2CCOCC2)n2ncc(-c3ccccc3)c2n1
 : 0.4%	26%	-30%	6%	5%	1%	6.9%	3%	-0.5%
CCOc1cccc(C(=O)Nc2ccccc2OC(F)F)c1
 : -0.1%	13%	-6%	-36%	6%	-1%	-1.0%	-5%	1.7%
CN(CC(=O)Nc1ccccc1Cl)C(=O)c1cc(=O)[nH]c2ccccc12
 : -0.3%	-6%	20%	-12%	-17%	21%	8.8%	0%	-1.1%
Cc1ccc(N(CC(=O)NC2CC3CCC2C3)S(C)(=O)=O)cc1C (configuration not stated)
 : 0.2%	12%	-10%	-2%	-4%	16%	-9.3%	0%	-0.7%
CCN(CC(=O)NCc1cccs1)C(=O)c1ccccc1Cl
 : -0.3%	6%	6%	-25%	2%	7%	-0.8%	2%	1.5%
CCn1c(NCc2cccc(OC)c2OC)nc2ccccc21
 : -0.1%	57%	-12%	-29%	1%	1%	-4.3%	1%	-1.6%
O=C(Nc1ccc(Cc2ccncc2)cc1)c1ccc(N2CCOCC2)c([N+](=O)[O-])c1
 : -0.3%	-13%	26%	-12%	17%	4%	-3.5%	10%	-2.4%
O=C(OCc1ccc2c(c1)OCO2)c1ccc(S(=O)(=O)N2CCCCC2)cc1
 : -0.1%	-34%	13%	-14%	12%	3%	26%	2%	0.6%
CC(O)(C#CCN1CCOCC1)c1ccccc1 (configuration not stated)
 : -0.4%	0%	2%	0%	9%	0%	-2.4%	-1%	0.2%
O=C(NCCc1ccccc1)C1c2ccccc2C(=O)N1C1CC1 (configuration not stated)
 : 0.0%	4%	-6%	1%	5%	0%	-5.9%	15%	1.7%
O=C(CN(Cc1ccccc1)C(=O)CCC(=O)Nc1nccs1)NCc1ccc(F)cc1
 : 0.1%	-13%	7%	21%	8%	9%	4.9%	-13%	1.7%
O=C1NCCCC1C(=O)Nc1cccc(C(F)(F)F)c1 (configuration not stated)
 : -0.1%	5%	7%	-22%	-6%	0%	-3.1%	9%	0.4%
CN1CCN(S(=O)(=O)c2ccc(NC(=O)C3CCCO3)cc2)CC1 (configuration not stated)
 : 0.4%	25%	10%	-16%	5%	18%	-4.5%	16%	-1.4%
O=C(/C=C/Nc1ccc(F)c(Cl)c1)c1ccco1
 : 0.2%	2%	-87%	-28%	9%	20%	-0.7%	-13%	3.6%
CC(/C=C/c1ccccc1)=N/NC(=O)c1nc2nc(C)cc(C)n2n1
 : 0.1%	14%	9%	-19%	6%	4%	-3.4%	14%	-0.8%
O=C(O)CC(CC(=O)Nc1ccc(F)c(Cl)c1)c1ccc(Cl)cc1Cl (configuration not stated)
 : 0.0%	-1%	13%	-14%	9%	20%	0.7%	6%	9.1%
CCOC(=O)N1CCN(CC(=O)c2ccc3c(c2)CCN3C(C)=O)CC1
 : 0.3%	0%	9%	12%	-2%	8%	-3.6%	2%	0.6%
Brc1cccc(-c2nc3cccnc3nc2-c2cccc(Br)c2)c1
 : 0.5%	-38%[20 µM]	-17%	24%	8%	2%	3.7%	-23%	-1.6%
COc1c2c(c(C)c3c1C(=O)OC3)O[C@@]1(C)CC[C@@]3(O)C(C)(C)OC(=O)CC[C@]3(C)[C@H]1C2
 : 0.5%	13%	15%	4%	3%	28%	-4.7%	0%	6.2%
O=C1/C(=C\c2cccnc2)SC(=S)N1c1ccc(F)cc1
 : -0.4%	-5%	8%	5%	8%	9%	-4.8%	8%	-1.8%
C/C(=N\NC(=O)COc1ccccc1[N+](=O)[O-])c1cccc(NC(=O)c2ccncc2)c1
 : 0.4%	-20%	10%	-26%	4%	-1%	2.8%	18%	-1.3%
Cc1nn(-c2ccccc2)c(N)c1C(c1ccc(C(C)C)cc1)c1c(C)nn(-c2ccccc2)c1N
 : 1.5%	-25%	1%	-33%	9%	12%	0.2%	9%	0.3%
Cc1ccccc1NC(=O)CNc1ccccc1C(=O)NCc1ccco1
 : 0.0%	27%	-4%	-5%	10%	9%	-2.6%	8%	-0.9%
CCOc1ccc(NC(=O)[C@H](Cc2ccccc2)NC(=O)C2CCNCC2)cc1
 : 0.0%	-29%	14%	2%	4%	3%	7.3%	-2%	-0.2%
O=C(Cn1c(NCCCO)nc2ccccc21)c1ccc(Br)cc1
 : 0.2%	-35%	12%	8%	6%	1%	-3.6%	-15%	-1.5%

Screening data (PubChem BioAssay)
